# Cycloheximide cs = Cycloheximide Counterscreen for Small Molecule Inhibitors of Shiga Toxin; cell reporter, cycloheximide protein synthesis inhibition counterscreen; max response, %; 300,000 compounds, 12% hits; AID 2314, 2010; in the data active means max response mostly above about 13%, no sharp cut-off; inactive means mostly below about 14%; further: read at 38.3 µM for the half of the compounds with a filed dose; 0% is about no effect
# TbPYK inhibitor = qHTS of Trypanosoma Brucei Inhibitors | TbPYK enzyme, Kinase-Glo Plus ATP luminescence, 45 min | Potency, µM (doses to about 76.8 µM), inactives show at the highest dose activity, negative = inhibition, hits mostly inhibitors | 410,000 compounds, 0.12% hits | AID 624173, 2012; further: potency means the concentration at half of the fitted maximal effect; on the % scale 0 is the no-effect control and ±100 the full control effect; nearly all actives have a fitted effect of over 50% in size
#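 Screened from lowest to highest concentration, compounds were pinned into TbPYK/substrate mixtures, and ADP (130 uM final) was added. Plates sat at room temperature for 45 min prior to Kinase-Glo Plus detection by luminescence.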
# HCV inh = qHTS Assay for Inhibitors of Hepatitis C Virus (HCV); Potency, µM (series often up to 41.8 µM), for inactives: top-dose activity change, negative = inhibition, hits mostly inhibitors; Huh7.5.1 HCVcc-Cre infection, luciferase reporter, 44 h; AID 651820, 2012; 340,000 compounds, 3.4% hits; further: potency means the concentration at half of the fitted maximal effect; on the % scale 0 is the no-effect control and ±100 the full control effect
#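 1,000 cells/well; 4 h culture; + compound; + HCVcc-Cre (~0.5 moi); 44 h; luciferase substrate, RT 15 min; read 15 sec.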
# Pf growth 48h = Primary qHTS for delayed death inhibitors of the malarial parasite plastid, 48 hour incubation | AID 504832, 2011 | 310,000 compounds, 5.9% hits | Potency, µM (titrated, usually from 28.7 µM), for the others: at the top dose activity change, negative = inhibition, hits mostly inhibitors | P. falciparum luciferase growth in erythrocytes, 48 h; further: potency means the concentration at half of the fitted maximal effect; on the % scale 0 is the no-effect control and ±100 the full control effect
#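 First compound was added to culture medium, then infected red cells at 0.1% parasitemia and 2% hematocrit (final). After incubation at 37 C under 5% CO2, luciferase detection reagent was dispensed and light output recorded.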
# Pf growth 96h = Primary qHTS for delayed death inhibitors of the malarial parasite plastid, 96 hour incubation; P. falciparum luciferase reporter growth, 96 h; Potency, µM (doses to about 28.7 µM), for the others: at the highest dose activity change, negative = inhibition, most hits filed as inhibitors; 320,000 compounds, 6.9% hits; AID 504834, 2011; further: potency means the concentration at half of the fitted maximal effect; on the % scale 0 is the no-effect control and ±100 the full control effect
#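 Parasite growth measured via integrated firefly luciferase reporter in P. falciparum. Infected erythrocytes at 2% hematocrit, 0.05% parasitemia final were treated 96 hours at 37 C under 5% CO2, and luminescence was read.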
# LmPK inh = qHTS Assay for Inhibitors of Leishmania Mexicana Pyruvate Kinase (LmPK); Q27686; purified LmPK, Kinase-Glo ATP luminescence, 1 h; Potency, µM (series often up to 57.5 µM), without a hit: top-dose activity change, negative = inhibition, hits mostly inhibitors; 290,000 compounds, 0.37% hits; AID 1721, 2009; further: potency means the concentration at half of the fitted maximal effect; on the % scale 0 is the no-effect control and ±100 the full control effect
# Target sequence (Q27686 whole entry, looked up): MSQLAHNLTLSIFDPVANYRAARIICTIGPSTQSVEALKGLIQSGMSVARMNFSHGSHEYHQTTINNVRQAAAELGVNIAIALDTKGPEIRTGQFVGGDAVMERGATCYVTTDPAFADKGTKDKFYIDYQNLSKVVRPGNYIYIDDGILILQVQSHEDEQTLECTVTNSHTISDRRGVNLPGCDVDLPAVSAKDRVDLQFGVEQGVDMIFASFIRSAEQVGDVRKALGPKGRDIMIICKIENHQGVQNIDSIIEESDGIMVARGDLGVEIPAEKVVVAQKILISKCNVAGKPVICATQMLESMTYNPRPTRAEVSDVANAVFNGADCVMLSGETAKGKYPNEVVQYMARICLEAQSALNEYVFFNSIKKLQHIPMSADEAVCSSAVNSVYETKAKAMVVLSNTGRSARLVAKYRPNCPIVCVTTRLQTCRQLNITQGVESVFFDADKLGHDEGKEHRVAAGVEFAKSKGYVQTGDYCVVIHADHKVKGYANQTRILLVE
#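 Kinase-Glo luminescence read after 1 h RT reaction of 0.1 nM LmPK with 0.5 mM PEP and 0.1 mM ADP. Activity scaled between uninhibited and enzyme-free controls.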
# Shiga toxin inh = A qHTS for Small Molecule Inhibitors of Shiga Toxin; Vero cells, Shiga toxin protein synthesis inhibition reporter; inhibition, % at 38.7 µM; 290,000 compounds, 9.2% hits; AID 2315, 2010; in the data active means inhibition mostly above about 28%, no sharp cut-off; inactive means mostly below about 43%; further: 0% is about no effect
# An asterisk follows results filed as active; u = inconclusive; x = no result given; & = joins results of further samples; [ ] = another dose, or the depositor's remark. Unless noted, the call rests on the fitted dose curve; in most records, active means well fitted curve in the direction sought with a large enough effect; inconclusive means small, poorly fitted or top-dose-only effect, or another doubt; inactive means no such curve, though single readings can be large; an effect the other way counts as inactive or inconclusive.
Molecule,Cycloheximide cs,TbPYK inhibitor,HCV inh,Pf growth 48h,Pf growth 96h,LmPK inh,Shiga toxin inh
CCCCN1C(=O)CN(CCc2ccccc2)C(=O)C1c1ccc(OC)cc1 (configuration not stated),-2.2,-4.5%,-3.9%,u,5.22µM*,2.6%,-22.8
COc1ccc(OC)c(NC(=O)NNC(=O)CCCOc2ccc(Cl)cc2C)c1,-2.4,-0.9%,u,5.0%,u,-1.5%,-5.4
O=C(COc1ccccc1)N(Cc1ccco1)C1CCS(=O)(=O)C1 (configuration not stated),9.2,0.5%,10.5%,39.1%[activator],52.6%[activator],2.0%,-6.9
COc1cc(C(c2sc3nc(C)nn3c2O)N2CC(C)OC(C)C2)cc(OC)c1OC (configuration not stated),-2.2,-1.5%,39.8%[activator],-9.0%,-4.2%,-0.3%,-5.2
COc1ccc(C2CC(c3ccccc3OC(=O)/C=C/c3ccccc3)=NN2C(C)=O)cc1 (configuration not stated),5.9,1.0%,u,2.3%,10.3%,4.4%,13.8
O=C(O)c1ccc(-n2nnnc2SCc2ccccc2F)cc1,-4.1,-3.8%,19.1%,x,-25.3%,-3.6%,9.4
OCC1O[C@H](OC2C(CO)O[C@@](O)(CO)C2O)C(O)C(O)C1O (some centres not stated),x,0.8%,x,0.8%,-4.8%,x,x
CCOC(=O)C(CC)Sc1ncnc2c1nnn2-c1ccc(F)cc1 (configuration not stated),-1.8,-0.9%,6.9%,u,u,0.2%,13.5
CCCCn1c(N)c(N(CCOC)C(=O)C2CCN(S(=O)(=O)c3ccc(C)cc3C)CC2)c(=O)[nH]c1=O,x,-3.4%,-7.8%,13.1µM*,u,x,x
Cc1csc(NC(=O)CSc2ccc(-c3ccccc3)nn2)n1,11.3,1.8%,-22.4%,u,-41.8%,-12.0%,16.9
COc1ccccc1N1CCN(C(CNC(=O)Oc2ccccc2)c2cccnc2)CC1 (configuration not stated),10.0,4.1%,7.0%,u,12.4%,0.7%,-10.5
Cc1ccc(NS(=O)(=O)c2ccc(N3CCN(c4ccc(O)cc4)CC3)c([N+](=O)[O-])c2)c(C)c1,-2.3,u,u,u,u,-1.5%,-1.6
COc1ccc(N(CC(=O)Nc2cccc(C(F)(F)F)c2)S(=O)(=O)c2c(C)[nH]c(=O)[nH]c2=O)cc1,-1.3,-0.7%,22.1%,9.3%,-10.8%,2.2%,-6.1
Nc1nnnn1CC(=O)N/N=C/c1cc([N+](=O)[O-])ccc1O,-1.3,7.1%,4.3%,u,-10.1%,1.5%,-6.7
N#CC1(NC(=O)CN2C(=O)NC3(CCCCCC3)C2=O)CCCCC1,x,-1.6%,3.7%,-18.9%,-17.2%,x,x

# Continued; it opens with the six that closed the last part.
Molecule,Cycloheximide cs,TbPYK inhibitor,HCV inh,Pf growth 48h,Pf growth 96h,LmPK inh,Shiga toxin inh
Cc1csc(NC(=O)CSc2ccc(-c3ccccc3)nn2)n1,11.3,1.8%,-22.4%,u,-41.8%,-12.0%,16.9
COc1ccccc1N1CCN(C(CNC(=O)Oc2ccccc2)c2cccnc2)CC1 (configuration not stated),10.0,4.1%,7.0%,u,12.4%,0.7%,-10.5
Cc1ccc(NS(=O)(=O)c2ccc(N3CCN(c4ccc(O)cc4)CC3)c([N+](=O)[O-])c2)c(C)c1,-2.3,u,u,u,u,-1.5%,-1.6
COc1ccc(N(CC(=O)Nc2cccc(C(F)(F)F)c2)S(=O)(=O)c2c(C)[nH]c(=O)[nH]c2=O)cc1,-1.3,-0.7%,22.1%,9.3%,-10.8%,2.2%,-6.1
Nc1nnnn1CC(=O)N/N=C/c1cc([N+](=O)[O-])ccc1O,-1.3,7.1%,4.3%,u,-10.1%,1.5%,-6.7
N#CC1(NC(=O)CN2C(=O)NC3(CCCCCC3)C2=O)CCCCC1,x,-1.6%,3.7%,-18.9%,-17.2%,x,x
CN(C)S(=O)(=O)n1cnc(-c2ccccc2)c1-c1ccccc1,1.0,0.4%,-7.9%,u,-12.2%,6.9%,-1.9
O=C(CN1C(=O)c2ccccc2S1(=O)=O)Nc1cc(S(=O)(=O)N2CCCCC2)ccc1Cl,x,-1.3%,-10.3%,-11.9%,u,x,x
O=C(Nc1ccc(Cl)c(Cl)c1)N(CCCN1CCOCC1)Cc1cccs1,-5.5,-1.8%,-24.2%,x,-36.1%,8.2%,-14.0
O=C(NCc1ccc(F)cc1)N1CCc2ccccc2C1,36.3*,0.9%,-1.4%,20.1%,-20.8%,-6.0%,68.9
COc1ccc(CN(C)CC(=O)NC(=O)NC2CCCCC2)cc1,x,0.0%,-8.3%,-26.6%,-24.7%,x,x
CC1(C)CC2CC(C)(CN2C(=O)COC(=O)c2n[nH]c(=O)c3ccccc23)C1 (configuration not stated),-1.9,-18.7%,-0.1%,x,4.5%,-0.8%,-10.5
Cc1ccc(N=C2NC(=O)/C(=C\c3ccsc3)S2)c(C)c1,15.3,-8.3%,-22.7%,-27.8%,-22.7%,4.6%,14.1
N#CCSc1ncnc2sc3c(c12)CCC3,-3.0,7.3%,u,-7.1%,-6.1%,-4.9%,-10.0
CC1CCN(S(=O)(=O)c2cc(F)ccc2CN2C(=O)c3cccnc3C2=O)CC1,-3.7,-6.6%,5.6%,2.3%,33.6%[activator],-2.8%,-6.7
Cc1ccccc1Nc1cccc2nonc12,4.6,-17.6%,22.4%,-15.8%,6.1%,-3.5%,-8.6
CN=C1SC(C(=O)Nc2ccccc2Cl)CC(=O)N1c1ccc(OC(F)(F)Cl)cc1 (configuration not stated),-1.7,1.0%,12.1%,10.4µM*,0.0%,2.2%,-16.4
CC(=O)N/N=C/c1ccc(OCCOc2ccc(Br)cc2)cc1,0.2,0.4%,21.6%,u,4.7%,-2.8%,20.7
CCOC(=O)c1cnc2ccc(OCC)cc2c1NCCCN1CCOCC1,17.6*,u,-18.2%,u,5.9%,3.3%,14.7
COc1cc2c(cc1OC)C(COc1ccccc1OC)N(C(=O)C(C)(C)C)CC2 (configuration not stated),15.3,-0.3%,u,11.7µM*,-1.8%,-4.9%,22.4
Cc1nc2ccccc2nc1SCC(=O)c1ccccc1,16.1,-0.1%,u,11.1%,-20.6%,-0.1%,18.8
Cc1cccn2cc(CNS(=O)(=O)c3cccc(F)c3)nc12,4.2,7.2%,6.9%,0.4%,3.1%,-1.3%,1.7
CC(C)C[C@H]1CN=C(Nc2ccccc2)N1CC1CCC(C)CC1 (some centres not stated),-3.5,-3.3%,-18.1%,u,u,-1.6%,-4.8
CCOC(=O)c1[nH]c2ccccc2c1NC(=O)CC(C)(C)C,-0.6,-6.9%,-9.1%,x,u,13.7%,3.5
COc1ccc(N2CCN(C(=O)c3ccc(NS(=O)(=O)c4ccc(F)cc4)cc3)CC2)cc1,13.4,1.9%,4.6%&-12.7%,-10.2%,u,2.7%,43.0
O=C(Nc1ccccc1)c1cc(N2CCOCC2)nc2ccccc12,-7.5,1.7%,-18.8%,u,3.8%,5.3%,-14.2
Cc1cc(Cl)ccc1OC(C)C(=O)NCCCn1ccnc1 (configuration not stated),-4.4,1.2%,4.0%,0.6%,u,4.0%,31.2
COc1cccc(NC(=O)CSc2nccn(-c3ccc4c(c3)OCCO4)c2=O)c1,x,-0.7%,-25.2%,u,23.0%,x,x
COc1ccc(C(=O)OCC(=O)NCc2ccco2)cc1OC,1.4,3.5%,u,-5.5%,15.9%,2.6%,12.8
NCCCN1CCN(c2ccccc2)CC1,0.5,2.7%,u,u,u,1.2%,-1.6
OCCCNC(c1ccccc1)c1ccc(O)cc1 (configuration not stated),-0.8,19.9%,-26.3%,6.7%,x,4.1%,-11.3
Cc1ccc(-c2csc(NC(=S)NC(=O)c3ccco3)n2)cc1,-3.1,12.2%,-7.0%,59.9%[activator],u,-0.4%,-2.6
CCCCc1cc(=O)oc2cc(OCC(=O)N3C[C@H]4C[C@@H](C3)c3cccc(=O)n3C4)c(Cl)cc12,-2.0,-10.6%,-19.4%,u,u,-5.8%,-3.8
COc1cc(/C=N/N(C)c2ccccc2)ccc1O,31.1*,-9.6%,u,305.3%[activator],x,1.0%,88.5*
Cc1ccc(OCCn2nnc3ccccc32)cc1C,45.1*,-5.5%,-2.3%,96.8%[activator],u,0.1%,47.6*
CN(C)S(=O)(=O)c1ccc(Cl)c(C(=O)OCC(=O)NC(=O)c2cccn2C)c1,-2.3,-3.1%,33.3%[activator],9.7%,59.7%[activator],3.9%,-8.9
COc1ccccc1NC(=O)c1cn(C)c(=O)c2cc(OC)c(OC)cc12,7.4,-0.6%,-1.7%,21.8%,8.28µM*,0.6%,-2.3
CN(Cc1cc(=O)n2ccsc2n1)Cc1nc2ccccc2c(=O)[nH]1,10.4,-1.3%,14.3%,13.4%,-20.4%,1.5%,-0.9
O=C(NC(=S)Nc1ccc(CN2CCOCC2)cc1)c1ccc(-c2ccc(Cl)cc2)o1,-1.5,0.2%,6.1%,4.7%,u,0.0%,17.0
Cn1cccc1C(=O)C(=O)Nc1ccccc1C(F)(F)F,39.9*,-4.4%,-4.4%,218.6%[activator],0.0%,8.1%,64.9*
COc1cccc(-c2c(NC(C)=O)n(C)c3ccccc3c2=O)c1,-5.0,-4.8%,15.0%,3.3%,20.1%,1.7%,-1.5
C/C(CC(=O)Nc1ccc2ccccc2c1)=N\NC(=O)c1cnccn1,28.7*,-1.7%,5.3%,u,49.0%[activator],4.2%,52.4*
CC1Sc2ccc(S(=O)(=O)N3CCC(C(=O)NCc4ccco4)CC3)cc2NC1=O (configuration not stated),-2.6,-1.9%,-0.6%,u,u,8.7%,1.0
Cc1cc(C)nc(N/N=C/c2ccccc2OCc2ccc([N+](=O)[O-])cc2)n1,12.6,4.4%,-22.2%,u,u,1.4%,59.3*
Cc1ccc(Cl)cc1Nc1nc(-c2sc(NC(=O)c3ccco3)nc2C)cs1,-3.3,-6.8%,8.91µM*,u,9.28µM*,-4.9%,-17.9
CCC(=O)NC(=S)Nc1ccc(N2CCN(C(=O)c3ccc(Cl)cc3)CC2)cc1,2.9,-3.6%,u,u,11.7µM*,-0.4%,19.4
CCCCNC(=S)N1CCN(c2ccc(C(C)=O)cc2)CC1,5.3,0.8%,-1.0%,u,u,-1.2%,6.7
CN1CCN(c2ncnc3c2c(-c2ccccc2)cn3-c2ccc(F)cc2)CC1,-3.9,1.3%,u,-22.7%,-26.1%,9.4%,-8.6
CCOc1ccc(CCNC(=O)COC(=O)CCC(=O)c2cccs2)cc1OCC,1.3,-2.1%,9.4%,2.5%,-25.2%,-5.7%,-9.7
COc1cc2c(cc1NC(=S)Nc1cccc(C)c1)oc1ccccc12,9.6,-7.3%,8.91µM*,40.4%[activator],x,4.0%,54.4

# Screening data as filed in PubChem BioAssay.
